Screening data deposited in PubChem by NMMLSC.
Bfl-1 Bim block: inhibitors of Bim binding to Bfl-1, primary screen, biochemical, multiplexed, bead-based flow cytometry; Bim-Bfl-1 binding inhibition; Bcl-2-related protein A1 (Homo sapiens), Q16548; inhibition, % at 10 µM; 0.12% of 190,000 active;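 also: 0% = wells without compound plus tracer and 100% = blocker peptide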
GSH fluor: compound fluorescence on glutathione beads, profiling panel, artefact control, biophysical, 488/530 nm, flow cytometry; fluorescence (KMESF) at 10 µM; GSH beads flow cytometry, compound fluorescence 488/530 nm; stronger effect = higher value; AID 1776, 2009; 0.25% of 190,000 active; in the data active = fluorescence above about 89;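 also: glutathione beads carrying GST-tagged Bcl family fusion proteins plus one bare bead set; values are compound well signal with DMSO vehicle wells as background; inactives centre near 16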
Bcl-W Bim block: inhibitors of Bim binding to Bcl-W, primary screen, biochemical, multiplexed, bead-based flow cytometry. Bcl-2-like protein 2 (Homo sapiens), Q92843. inhibition, % at 10 µM. Bim peptide-Bcl-W binding. 0.02% of 190,000 active;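 also: 0% = bound tracer without compound and 100% = peptide blocker; higher means less fluorescent Bim peptide bound to Bcl-W beads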
Target sequence (Q92843 whole entry, looked up): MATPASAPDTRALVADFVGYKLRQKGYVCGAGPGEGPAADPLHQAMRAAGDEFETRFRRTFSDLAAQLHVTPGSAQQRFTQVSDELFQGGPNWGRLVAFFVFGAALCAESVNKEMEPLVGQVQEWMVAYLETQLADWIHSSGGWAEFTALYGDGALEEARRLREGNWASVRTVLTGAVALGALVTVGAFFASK
Avidin fluor: green autofluorescence of compounds with avidin beads – biophysical, 488/530 nm, flow cytometry, artefact control, profiling panel | compound fluorescence 488/530 nm; stronger effect = higher value | fluorescence (KMESF) at 10 µM | 0.38% of 220,000 active | AID 1775, 2009; in the data active = fluorescence above about 47; also: inactives centre near 10
ABCB1 inh: ABCB1 efflux pump inhibitors, primary screen, cell-based, multiplex, flow cytometry, ABCG2 counter-screen; AID 1326, 2008; CCRF-Adr cells, JC-1 efflux; inhibition, % at 6.6 µM; 0.067% of 190,000 active; in the data active = inhibition above about 40%;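 also: 0% = vehicle and 100% = reference inhibitor; higher value means more JC-1 retained so stronger ABCB1 efflux block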
Bcl-XL Bim block: inhibitors of Bim-Bcl-XL binding, primary screen, biochemical, multiplexed, bead flow cytometry, human Bcl-XL | Bcl-2-like protein 1 (Homo sapiens), Q07817 | Bim peptide-Bcl-XL binding, fluorescence | inhibition, % at 10 µM | 0.04% of 190,000 active | AID 1007, 2008
Target sequence (Q07817 whole entry, looked up): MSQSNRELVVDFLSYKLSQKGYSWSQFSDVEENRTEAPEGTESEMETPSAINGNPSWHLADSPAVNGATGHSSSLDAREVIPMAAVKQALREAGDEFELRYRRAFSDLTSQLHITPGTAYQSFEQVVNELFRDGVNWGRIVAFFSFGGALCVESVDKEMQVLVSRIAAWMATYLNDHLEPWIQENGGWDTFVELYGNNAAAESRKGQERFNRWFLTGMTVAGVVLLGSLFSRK
RGS7-Gao: RGS7-Galphao binding modulators, primary screen, biochemical, multiplexed bead flow cytometry | 0.35% of 220,000 active | actives lie on both sides | binding response (% of control), % at 10 µM | AID 1439, 2008 | Guanine nucleotide-binding protein G(o) subunit alpha (Homo sapiens), P09471; in the data active = binding response below about 49% or above about 150%; inconclusive = no clear call, values can overlap the other calls; inactive = in between;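 also: fluorescent Galphao held in activated GDP-AlF4 state binding bead-coupled RGS7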
Bim-Bcl-2: inhibitors of Bim-Bcl-2 binding, primary screen, biochemical, multiplexed, human Bcl-2 family; Apoptosis regulator Bcl-2 (Homo sapiens), P10415; inhibition, % at 10 µM; Bead-based flow cytometry, Bim peptide-Bcl-2 binding; 0.06% of 190,000 active; in the data active = inhibition above about 40%; inconclusive = no clear call, values can overlap the other calls;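 also: 0% = no compound wells with probe peptide and 100% = reference peptide inhibitor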
Bcl-B Bim block: inhibitors of Bim-Bcl-B binding, primary screen, biochemical, multiplexed, human Bcl-2 family; AID 951, 2007; inhibition, % at 10 µM; Bcl-2-like protein 10 (Homo sapiens), Q9HD36; bead-based flow cytometry, Bim peptide-Bcl-B binding; 0.073% of 190,000 active;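 also: 0% = tracer peptide without compound and 100% = reference inhibitor peptide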
RGS4-Gao reg: modulators of RGS4 binding to Galphao, primary screen, biochemical, multiplexed bead flow cytometry. Guanine nucleotide-binding protein G(o) subunit alpha (Homo sapiens), P09471. 0.33% of 220,000 active. actives lie on both sides. binding response (% of control), % at 10 µM; in the data active = binding response below about 49% or above about 150%; inactive = in between;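 also: fluorescent Galphao activated with aluminum fluoride binding bead-coupled RGS4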
ABCG2 block: ABCG2 efflux pump inhibitors, primary screen, multiplex with ABCB1, IgMXP3 cells, flow cytometry; Broad substrate specificity ATP-binding cassette transporter ABCG2 (Homo sapiens), Q9UNQ0; JC-1 efflux; inhibition, % at 6.6 µM; 0.1% of 190,000 active; AID 1325, 2008;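 active = inhibition above 80%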;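 also: 0% = DMSO and 100% = nicardipine control wells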
Target sequence (Q9UNQ0 whole entry, looked up): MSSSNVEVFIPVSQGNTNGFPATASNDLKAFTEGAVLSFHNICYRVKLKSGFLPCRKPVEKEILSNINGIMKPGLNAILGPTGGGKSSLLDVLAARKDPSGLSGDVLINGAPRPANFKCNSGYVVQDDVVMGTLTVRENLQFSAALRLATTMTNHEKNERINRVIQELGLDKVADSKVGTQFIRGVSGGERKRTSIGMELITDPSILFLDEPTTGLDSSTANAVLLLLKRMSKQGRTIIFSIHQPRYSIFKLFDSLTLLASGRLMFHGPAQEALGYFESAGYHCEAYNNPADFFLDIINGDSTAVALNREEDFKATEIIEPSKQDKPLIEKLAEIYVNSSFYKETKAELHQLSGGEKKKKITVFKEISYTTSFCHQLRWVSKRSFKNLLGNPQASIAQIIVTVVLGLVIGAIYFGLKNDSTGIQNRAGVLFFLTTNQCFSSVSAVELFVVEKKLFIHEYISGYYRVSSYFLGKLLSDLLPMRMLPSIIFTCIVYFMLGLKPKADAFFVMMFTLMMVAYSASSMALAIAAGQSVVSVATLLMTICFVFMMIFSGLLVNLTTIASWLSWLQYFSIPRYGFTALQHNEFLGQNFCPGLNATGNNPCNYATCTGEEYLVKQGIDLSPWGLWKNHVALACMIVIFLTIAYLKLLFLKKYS
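System: two drug-resistant human cell lines, ABCG2 and ABCB1; controls: nicardipine high and DMSO low controls; times: 10 min exposure at 25 °C with rotation, no wash; detection: flow cytometry of retained JC-1 fluorescence; read-out basis: percent efflux inhibition, scaled nicardipine 100% to DMSO 0%; doses: one concentration, 6.6 µM final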
Numbers without * were called inactive; ? = inconclusive; . = not tested or not shown. Rule as the data show it, unless noted: active = inhibition above about 40%.

SMILES	Bfl-1 Bim block	GSH fluor	Bcl-W Bim block	Avidin fluor	ABCB1 inh	Bcl-XL Bim block	RGS7-Gao	Bim-Bcl-2	Bcl-B Bim block	RGS4-Gao reg	ABCG2 block
COC(=O)C1CCCN1C(=O)COc1ccc(Br)cc1Cl (stereo unspecified)	-1	7	0	5	0.7	-1	102	2	2	104	5
O=C(NNC(=O)c1cc2cc3ccccc3nc2s1)c1cccc(Cl)c1	-5	20	5	2	-0.3	1	94	1	-1	91	-1
Nc1nc(-c2ccccc2)cc(-c2ccccc2O)n1	0	12	2	17	0.1	2	106	0	0	110	2
Cc1ccc(OCc2nnc(SCC(=O)NCc3ccco3)n2C)cc1	-3	18	-2	21	-0.2	-5	100	-2	-5	99	0
CCOc1cc(/C=C/c2ccc3cccc([N+](=O)[O-])c3n2)ccc1OCC(=O)N(C)C	-6	9	6	27	1.1	2	101	-1	1	100	1
COc1cc(C(=O)N/N=C/c2sc(N3CCOCC3)nc2-c2ccccc2)cc(OC)c1OC	-1	16	1	8	1.0	2	?	4	-3	91	9
CN(C)S(=O)(=O)c1ccc(NC(=O)CN2CCCc3ccccc32)cc1	-2	12	-2	14	0.8	-3	110	-1	-3	106	2
Cc1cccc(OCc2nnc(SCC(=O)NCCc3ccccc3)o2)c1	-14	243*	1	10	0.5	7	104	-5	-4	99	2
Cc1cccc(C)c1NC(=O)C1CC(=O)N(C(C)C)C1 (stereo unspecified)	0	20	-2	5	-0.4	-1	99	-1	0	98	-1
c1ccc(-c2nnc(OCC3CCCO3)c3ccccc23)cc1 (stereo unspecified)	-1	14	0	9	0.7	0	102	0	0	100	8
CC1CCN(C(=O)CSc2nnc(Cc3cccn3C)n2CCc2ccccc2)CC1	-2	15	-4	23	2.3	-6	97	-1	-6	97	21
CC(C)N(C(=O)CSc1nc2ccccc2n1Cc1ccc(F)cc1)C(C)C	2	21	-5	6	17	-4	99	8	-10	96	22
Cc1nn(C)c(C)c1Sc1ccc(Br)cc1	0	17	-1	19	2.2	-3	100	-4	-7	102	18
NC(=O)c1cccc2cc3ccccc3cc12	-4	14	-3	9	0.7	-2	?	-3	-4	100	7
CC(=O)c1c(C)[nH]c(C(=O)OCC(=O)N2CC(=O)Nc3ccccc32)c1C	-1	10	-5	2	3.4	-4	91	-6	-1	90	20
O=C(/C=C/c1ccccc1[N+](=O)[O-])NCCCn1ccnc1	-8	13	-1	10	0.3	-3	103	0	-8	99	2
S=c1[nH]nc(-c2ccco2)n1/N=C/C=C/c1ccco1	4	14	1	10	-1.1	-4	103	-1	-19	100	-7
NC1=NC2(CCCC2)n2c(nc3ccccc32)N1	0	12	0	8	0.7	0	101	-2	1	97	3
Cc1ccc(S(=O)(=O)Nc2ccc(O)c3ncccc23)cc1	-3	16	0	8	-0.2	-3	?	0	-1	95	-1
Cc1cccc(OCCSc2nnc(-c3ccoc3C)n2C)c1	-15	30	0	12	1.2	0	101	-9	-8	102	5

Another view of part of the listing above.
Every second line gives: Bfl-1 Bim block | GSH fluor | Bcl-W Bim block | Avidin fluor | ABCB1 inh | Bcl-XL Bim block | RGS7-Gao | Bim-Bcl-2 | Bcl-B Bim block | RGS4-Gao reg | ABCG2 block
- NC1=NC2(CCCC2)n2c(nc3ccccc32)N1
 : 0 | 12 | 0 | 8 | 0.7 | 0 | 101 | -2 | 1 | 97 | 3
- Cc1ccc(S(=O)(=O)Nc2ccc(O)c3ncccc23)cc1
 : -3 | 16 | 0 | 8 | -0.2 | -3 | ? | 0 | -1 | 95 | -1
- Cc1cccc(OCCSc2nnc(-c3ccoc3C)n2C)c1
 : -15 | 30 | 0 | 12 | 1.2 | 0 | 101 | -9 | -8 | 102 | 5

Continuation.
SMILES	Bfl-1 Bim block	GSH fluor	Bcl-W Bim block	Avidin fluor	ABCB1 inh	Bcl-XL Bim block	RGS7-Gao	Bim-Bcl-2	Bcl-B Bim block	RGS4-Gao reg	ABCG2 block
Cc1ccc(-c2[nH]nc3c2C(c2ccsc2)C(C#N)=C(N)O3)cc1 (stereo unspecified)	-7	20	0	6	-0.1	-5	100	-1	-1	105	0
CCOc1ccc(NS(=O)(=O)c2ccc(C)c(C(=O)NCCCn3ccnc3)c2)cc1	-4	20	-3	10	0.2	-2	101	0	-1	104	1
CCOc1ccccc1-c1nnc(SCC(=O)NC2CC3CCC2C3)n1CC (stereo unspecified)	-4	8	3	9	0.1	0	96	0	-3	98	0
COC(=O)/C(C#N)=C/c1occc1C	-3	9	-3	5	0.9	-6	94	-5	-6	94	6
COc1ccc(-c2ccc(=O)n(Cc3cccc([N+](=O)[O-])c3)n2)cc1	-6	10	0	5	1.2	-3	110	-1	-3	104	18
Cc1ccccc1Nc1nnc(SCC(=O)N(C)C2CCS(=O)(=O)C2)s1 (stereo unspecified)	-2	7	-3	9	0.1	-7	91	-2	-11	91	-1
C#CCOCCOCCOCCNc1nc(N2CCN(C(=O)[C@H](CCC(=O)O)n3cc(C(N)CC(C)C)nn3)CC2)nc(N2CCN(C(=O)[C@H](CCC(=O)O)n3cc(C(N)CC(C)C)nn3)CC2)n1 (stereo partly specified)	4	17	-2	7	-0.9	0	104	3	1	105	-4
Cc1cccc(C)c1Nc1nnc(SCC(=O)NC(=O)c2cccn2C)s1	-10	10	-3	9	0.5	-8	98	-10	-13	94	8
CC1(C)CC(=O)C2(CC3=C(CC(C)(C)CC3=O)O2)C(=O)C1	-8	45	0	35	0.0	-1	103	-4	-1	101	0
Cc1onc(-c2c(F)cccc2Cl)c1C(=O)N1C=CC(C(F)(F)F)=NCC1	-11	53	6	8	0.2	8	100	-5	-6	99	1
CC(C)(C)c1ccc(C(=O)NCC(=O)OCC(=O)Nc2ccc3c(c2)OCCO3)cc1	-15	10	-1	16	0.6	-5	104	-8	-5	107	12
O=C(Nc1ccc2c(c1)OCO2)C1CCN(C(=O)c2ccc(Br)cc2)CC1	-2	14	3	11	2.2	0	104	0	0	105	17
CC(=O)Nc1ccc(C(=O)NCCCOC(C)C)cc1	3	27	0	8	0.5	-3	99	4	0	101	1
Cc1ccc(C2CC(C(F)F)n3ncc(C(=O)Nc4cnn(Cc5ccccc5C)c4)c3N2)cc1 (stereo unspecified)	-23	32	-2	13	5.9	-11	100	-16	-14	105	41
CC(C)(C)S(=O)(=O)/C(C#N)=N/Nc1ccc(S(C)(=O)=O)cc1	-5	11	1	17	1.1	2	99	-2	-3	98	3
COc1ccc2nc(NC(=O)C(NS(=O)(=O)c3cccc4nsnc34)C(C)C)sc2c1 (stereo unspecified)	-5	19	5	8	-2.0	0	98	2	2	98	-2
Cc1cc(/C=N/NC(=O)c2ccsc2)c(C)n1-c1cnccn1	1	12	1	22	0.3	-2	96	0	-4	99	1
Cc1nc2nc[nH]n2c(=O)c1NS(=O)(=O)c1ccc(F)cc1	1	15	1	11	0.5	0	?	0	0	97	-3
CCN(CC)C(=O)N1CCN(Cc2ccc3c(c2)OCO3)CC1	-1	20	-4	5	-0.7	-2	93	-3	-2	95	-4
O=C(O)c1ccc(/C=N/NC(=O)c2cc(-c3cccs3)nc3ccccc23)cc1	0	2	1	13	-1.8	0	99	0	0	103	-9
CC(=O)C1C(c2ccco2)c2c(noc2C)CC1(C)O (stereo unspecified)	-1	18	2	26	0.6	0	93	0	-3	95	4
c1nc2n(n1)C1=C(CCCC1)C1(CCCCC1)N2	-2	16	0	9	1.3	0	?	1	-2	93	4
CC(C)C(=O)Nc1ccc(C(=O)NNC(=O)C(c2ccccc2)c2ccccc2)cc1	0	21	-2	10	0.4	0	103	-1	-3	102	1
NS(=O)(=O)c1ccc(CCNC(=O)CCCOc2ccccc2)cc1	-1	10	0	14	0.0	1	105	0	-2	102	0
CCOC(=O)N1CCN(S(=O)(=O)c2ccc(C(=O)Nc3nc4c(s3)CC(C)CC4)cc2)CC1 (stereo unspecified)	0	20	-4	21	0.0	-1	96	2	-1	96	0
Cc1ccc(-n2c([C@@H]3C[C@H]3c3ccccc3)n[nH]c2=S)cc1	1	17	2	6	-1.6	1	107	1	4	105	-9
C=CCOc1ccc(CNc2nn[nH]n2)cc1OC	0	20	-2	14	1.8	1	97	-2	-1	93	7
COc1cc(OC)c(C2=NOC(C(=O)NCc3ccc4c(c3)OCO4)C2)cc1Cl (stereo unspecified)	-20	29	0	12	3.4	-4	104	-10	-7	101	29
O=C(CSc1nnc(-c2cccnc2)n1CCN1CCCCC1)Nc1cccc(Cl)c1	1	12	-1	6	.	0	103	1	-1	102	4
CCOc1ccccc1NC(=O)C1CCCN(C(=O)Nc2ccccc2)C1 (stereo unspecified)	-1	18	-5	5	1.4	-8	92	-1	-7	91	9
COc1ccc(C(=O)C[n+]2ccc3c(c2)nc(-c2cc(OC)c(OC)cc2OC)n3C)cc1	-8	17	3	5	0.3	-3	68	-6	-10	75	1
CC(C)NC(=O)c1onc(CSc2cccc3ccccc23)c1C(=O)O	4	40	-2	9	0.0	3	108	-1	-1	105	1
CSc1nc2ncc(C#N)cn2n1	-6	14	0	14	1.1	-1	?	-4	-3	99	10
O=C(C1CCCCC1)N(Cc1ccccc1)c1ccccn1	-2	19	-4	7	0.3	-4	97	-1	-4	102	1
Cc1nc(SCC(=O)NC(=O)NC(C)C)nc(C)c1C	-2	13	1	9	1.8	3	108	-1	-3	98	12
Cc1ccccc1OCC(O)CN1CCCCC1 (stereo unspecified)	-8	11	0	14	0.0	-4	98	0	-3	101	-1
Cc1[nH]n(-c2ccc(Cl)cc2)c(=O)c1C=NC12CN3CN(CN(C3)C1)C2	-12	14	-3	11	0.1	-4	107	-2	-1	103	8
CC(C)(C)N(CC#CCC(O)(c1ccccc1)C1CCCC1)CCO (stereo unspecified)	12	10	3	12	-0.1	0	104	1	-8	101	0
Cc1cc(N2CCN(c3ccccc3)CC2)nc(N)n1	-1	16	2	20	0.4	1	108	-14	5	104	1
Cc1ccccc1Nc1nc(N)nc(CSc2ccc(F)cc2)n1	0	23	-1	7	0.6	0	103	4	5	101	14
CCN1CCN(C(=O)c2nn(-c3ccc(OC)cc3)c(=O)c3c2c2ccccc2n3C)CC1	0	20	-3	12	8.8	-6	92	1	-2	96	4
Cc1ccc(CN2CCN(Cc3cn[nH]c3C3CCCCC3)CC2CCO)cc1 (stereo unspecified)	-7	10	-5	2	1.7	-4	96	-7	-5	97	4
COc1cc(N2CCCC2)c(OC)cc1/C=C(/C#N)c1ccc(Br)cc1	.	74	.	59*	8.7	.	129	?	.	130	23

No enrichment for hits, and some 1.3% of all compounds hit somewhere here.
